Screening results (PubChem BioAssay)
PI4K2A inh: qHTS for small molecular inhibitors of PI4K2A. purified PI4K2A, ADP-Glo luminescence, 1 h; stronger effect = lower value. activity change, negative = inhibition, % at 76.9 µM. hit rate 0.13% among 420,000; in the data active = activity change below about -50%; inconclusive = mostly about -30% to -49%;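 also: -100% = wells without enzyme as full effect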
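PI4K2A activity was measured by ADP-Glo luminescence: enzyme (4 ug/mL stock) and phosphatidylinositol (1.2 mM stock) in Tris pH 7.5/MgCl2/EGTA/Triton X-100 buffer were reacted with ATP (300 microM stock) for one hour at ambient temperature.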
JMJD2A Tudor inh: qHTS Assay for Inhibitors of JMJD2A-Tudor Domain; Lysine-specific demethylase 4A (Homo sapiens), O75164; AlphaScreen JMJD2A-Tudor / H3K4me3 peptide binding; Potency, µM (doses to about 114 µM), for inactives: at the highest dose activity change, negative = inhibition, actives largely listed as inhibitors; hit rate 4.4% among 390,000; AID 504339, 2011; also: potency is read from the fitted curve at half-maximal effect; % is scaled to controls: 0 for no effect and ±100 for the full control effect; nearly all actives have a fitted effect of over 50% in size
BAZ2B inh: qHTS Assay for Inhibitors of BAZ2B; Potency, µM (series often up to 114 µM), without a hit: at the top dose activity change, negative = inhibition, hits mostly inhibitors; hit rate 4.4% among 360,000; Bromodomain adjacent to zinc finger domain protein 2B (Homo sapiens), Q9UIF8; AID 504333, 2011; AlphaScreen BAZ2B-H3K14Ac peptide displacement; also: potency is read from the fitted curve at half-maximal effect; % is scaled to controls: 0 for no effect and ±100 for the full control effect; nearly all actives have a fitted effect of over 60% in size
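Inhibition is scored as reduced AlphaScreen emission. The BAZ2B/b-H3(5-23)K14Ac complex (50 nM each) in PBS pH 7.4, 0.01% Tween-20 meets compound (up to 110 uM) for 30 min at RT before bead addition.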
Pin1 inh: qHTS Assay to Find Inhibitors of Pin1; Pin1 FP peptide displacement, HiFluor488, 10 min; Peptidyl-prolyl cis-trans isomerase NIMA-interacting 1 (Homo sapiens), Q13526; AID 504891, 2011; Potency, µM (doses to about 115 µM), for inactives: top-dose activity, negative = inhibition, actives largely listed as inhibitors; hit rate 0.009% among 390,000; active = well fitted inhibition curve with a large enough effect in the polarisation, with a control signal flat, not every such curve was filed as active; inconclusive = small, poorly fitted or top-dose-only effect, or effect the other way, or a change in a side signal; inactive = no such curve, though single readings can be large or run the other way; the % refers to the polarisation; also: potency is read from the fitted curve at half-maximal effect; % is scaled to controls: 0 for no effect and ±100 for the full control effect
Target sequence (Q13526 whole entry, looked up): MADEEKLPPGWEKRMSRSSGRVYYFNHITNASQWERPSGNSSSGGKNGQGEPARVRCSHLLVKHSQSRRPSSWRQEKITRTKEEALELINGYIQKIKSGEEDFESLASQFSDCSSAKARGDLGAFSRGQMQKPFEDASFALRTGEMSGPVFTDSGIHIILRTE
G9a inh: qHTS Assay for Inhibitors of Histone Lysine Methyltransferase G9a. G9a H3K9 monomethylation, AlphaScreen, 2 h. AID 504332, 2011. Potency, µM (highest dose often 102 µM), without a hit: at the highest dose activity, negative = inhibition, actives largely listed as inhibitors. Histone-lysine N-methyltransferase EHMT2 (Homo sapiens), Q96KQ7. hit rate 8.8% among 350,000; also: potency is read from the fitted curve at half-maximal effect; % is scaled to controls: 0 for no effect and ±100 for the full control effect; nearly all actives have a fitted effect of over 75% in size
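Enzyme 20 nM + cpd, 15 min RT; add b-H3K9 pep 500 nM / SAM 20 uM; 2 h RT; anti-H3K9me1 Ab 0.5 ug/mL + SA donor / anti-rabbit acceptor beads 20 ug/mL each, 10 min; AlphaScreen read.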
PGK inhibitor: qHTS Assay to Find Inhibitors of Phosphoglycerate Kinase | Phosphoglycerate kinase, glycosomal (Trypanosoma brucei brucei), P07378 | hit rate 0.043% among 380,000 | Potency, µM (titrated, usually from 57.5 µM), for inactives: at the highest dose activity change, negative = inhibition, actives largely listed as inhibitors | PGK/GAPDH coupled, Kinase-Glo luminescence, 60 min; also: potency is read from the fitted curve at half-maximal effect; % is scaled to controls: 0 for no effect and ±100 for the full control effect; nearly all actives have a fitted effect of over 60% in size
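Luminescent ATP detection (Kinase-Glo Plus) follows a 60-minute room-temperature incubation, with wells lacking PGK as controls. Buffer: 100 mM TEA (pH 7.6), 5 mM MgCl2, 0.01% Tween-20. Coupling enzyme GAPDH (100 nM final) supplies unstable 1,3-BPG in-well.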
HP1b chromo inh: HTS for Inhibitors of HP1-beta Chromodomain Interactions with Methylated Histone Tails | Chromobox protein homolog 1 (Homo sapiens), P83916 | hit rate 0.56% among 390,000 | AID 540317, 2011 | AlphaScreen HP1-beta / biotin-H3K9me3 peptide binding | Potency, µM (titrated, usually from 114 µM), for inactives: at the top dose activity change, negative = inhibition, hits mostly inhibitors; also: potency is read from the fitted curve at half-maximal effect; nearly all actives have a fitted effect of over 70% in size; inactives centre near 23
Target sequence (P83916 whole entry, looked up): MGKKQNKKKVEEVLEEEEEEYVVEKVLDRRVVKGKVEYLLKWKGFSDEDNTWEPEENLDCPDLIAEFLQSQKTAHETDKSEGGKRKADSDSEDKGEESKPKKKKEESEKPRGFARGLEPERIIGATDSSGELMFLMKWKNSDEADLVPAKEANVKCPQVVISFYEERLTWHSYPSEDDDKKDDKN
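HP1-beta protein (50 nM final) preincubated 30 min at room temperature with biotinylated H3(1-18)K9me3 peptide (50 nM) in PBS pH 7.4, 0.01% Tween-20, then compound added for 30 min. AlphaScreen streptavidin donor/nickel chelate acceptor beads (10 ug/mL final), 30 min dark, luminescence read.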
Pol eta inh: qHTS for Inhibitors of Polymerase Eta; DNA polymerase eta (Homo sapiens), Q9Y253; recombinant Pol eta, fluorescent DNA replication assay; Potency, µM (series often up to 114 µM), for the others: top-dose activity change, negative = inhibition, actives largely listed as inhibitors; hit rate 1.2% among 390,000; also: potency is read from the fitted curve at half-maximal effect; % is scaled to controls: 0 for no effect and ±100 for the full control effect
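Pol eta at 10 nM preincubated with compounds 15 min at room temperature; reaction started with fluorescent substrate (50 nM final) and read kinetically at 0 and 10 min.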
GLS inhibitor: qHTS for Inhibitors of Glutaminase (GLS) | hit rate 0.21% among 410,000 | Glutaminase kidney isoform, mitochondrial (Homo sapiens), O94925 | Potency, µM (highest dose often 45.5 µM), for the others: top-dose activity change, negative = inhibition, usual class: inhibitors | GLS enzymatic activity, qHTS titration; also: potency is read from the fitted curve at half-maximal effect; % is scaled to controls: 0 for no effect and ±100 for the full control effect
Target sequence (O94925 whole entry, looked up, canonical isoform): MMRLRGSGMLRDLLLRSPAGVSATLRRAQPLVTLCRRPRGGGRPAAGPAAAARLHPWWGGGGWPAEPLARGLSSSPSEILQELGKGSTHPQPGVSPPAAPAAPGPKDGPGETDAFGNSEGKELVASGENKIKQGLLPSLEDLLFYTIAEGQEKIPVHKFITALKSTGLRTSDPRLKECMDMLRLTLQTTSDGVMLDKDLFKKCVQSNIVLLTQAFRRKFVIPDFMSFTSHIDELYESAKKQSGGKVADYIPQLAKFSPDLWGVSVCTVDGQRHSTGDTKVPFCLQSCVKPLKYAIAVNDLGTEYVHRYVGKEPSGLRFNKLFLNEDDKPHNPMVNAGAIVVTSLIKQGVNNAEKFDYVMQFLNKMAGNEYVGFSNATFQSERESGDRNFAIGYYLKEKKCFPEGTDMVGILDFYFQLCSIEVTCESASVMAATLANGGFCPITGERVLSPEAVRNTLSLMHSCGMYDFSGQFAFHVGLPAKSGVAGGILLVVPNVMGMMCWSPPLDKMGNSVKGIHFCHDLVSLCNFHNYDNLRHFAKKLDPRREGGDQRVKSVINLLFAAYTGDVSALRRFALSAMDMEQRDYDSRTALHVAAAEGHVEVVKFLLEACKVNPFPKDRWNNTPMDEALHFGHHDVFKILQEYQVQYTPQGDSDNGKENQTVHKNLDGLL
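Two-point fluorescence kinetic (t0, 30 min RT) for hKGA; glutamate detected via glutamate oxidase–HRP–Amplex Red. Substrate: 1 mM L-glutamine solution; buffer 45 mM KH2PO4, pH 8.2.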
The depositor's hits bear a star; i = inactive; ? = inconclusive; . = not tested or not shown; & = joins results of further samples; [ ] = dose if it differs, or a comment. Unless noted, calls follow the shape of the dose curve; as a rule, active = well fitted curve in the direction sought with a large enough effect; inconclusive = small, poorly fitted or top-dose-only effect, or another doubt; inactive = no such curve, though single readings can be large; an effect the other way counts as inactive or inconclusive. These rows are one share of the data, so the mix of outcomes need not match the whole.

SMILES	PI4K2A inh	JMJD2A Tudor inh	BAZ2B inh	Pin1 inh	G9a inh	PGK inhibitor	HP1b chromo inh	Pol eta inh	GLS inhibitor
Cc1nnc(NC(=O)C2CCCC2)s1	2	-12%	-3%	4%	16%	-8%	18%	-15%	-5%
Cc1occc1C(=O)NNC(=O)Nc1ccc([N+](=O)[O-])cc1	-2	-22%	0%	33%[activator]	-8%	-1%	9%	0%	20%
COc1ccc(C(CNC(=O)c2cc(=O)[nH]c3ccccc23)N2CCCC2)cc1 (centres undefined)	3	-11%	-16%	15%	5%	-5%	24%	-11%	13%
CC1=C(O)C(=O)C(C2=C(O)C(=O)C(C)=C(O)C2=O)=C(O)C1=O	-12	0.71µM*	.	.	.	?	?	-2%	?
CSc1nnc2c(n1)OC=Nc1ccccc1-2	2	-5%	4%	3%	6%[59 µM]	i	38%	-8%	0%
CCOC(=O)C1Cc2ccccc2C(=O)O1 (centres undefined)	0	-11%	5%	-13%	?	.	42%[activator]	-9%	-5%
COc1ccc(Cn2ccc3nc(C)c(C(=O)N4CCN(c5ccccc5OC)CC4)cc3c2=O)cc1	0	-33%	-12%	0%	-4%[59 µM]	-7%	-8%	-18%	5%
O=C(COC(=O)c1cccs1)Nc1ccc(S(=O)(=O)N2CCOCC2)cc1	-2	-6%	-2%	0%	?	i	29%	-17%	-1%
COc1ccc(C(=O)N/C(=C\c2cn(C)c3ccccc23)C(=O)NCCCn2ccnc2)cc1OC	-4	-30%	-36%	-1%	48%[activator]	-8%	22%	-14%	3%
Cc1ccc2c(c1)c1c(n2CC2COC(C)(C)O2)C(=O)CCC1 (centres undefined)	0	34%	3%	2%	20%[59 µM]	-3%	44%[activator]	-9%	1%
Cc1oc2ncn(CC(C)C)c(=O)c2c1C(=O)N(Cc1ccccc1)C(C)C	-3	-7%	8%[57.1 µM]	0%	-24%[59 µM]	8%	14%	-3%	3%
CCN(CC)S(=O)(=O)c1ccc(NC(=O)c2cccc3c2C(=O)N(CCOC)C3)cc1	-4	-7%	0%	-2%	4%[59 µM]	-16%	19%	-15%	0%
COc1ccc(OC)c(NC(=O)CSC2=Nc3ccccc3C3=NC(CCC(=O)NCc4ccccc4)C(=O)N23)c1 (centres undefined)	3	?	?	36%[activator]	-1%[59 µM]	13%	1%	-1%	24%
Cc1ccc(C)c(NC(=O)Nc2ccc3c(c2)OCO3)c1	-9	-8%	-12%	-12%	5%[12.7 µM]	-1%	22%	-14%	9%
CC(=O)C1C(c2ccc(F)cc2)c2c(noc2C)CC1(C)O (centres undefined)	3	-11%	0%	-4%	-7%[12.7 µM]	-2%	11%	2%	-10%
CCCc1ccc2oc(C(=O)N(C)Cc3nccs3)c(C)c2c1	8	4%	25%	-3%	59%[activator]	i	54%[activator]	-13%	-3%
Cc1ccc(C)c(S(=O)(=O)Nc2ccc(C(=O)N3CC(C)OC(C)C3)cc2)c1 (centres undefined)	-1	12%	5%	0%	18%[2.33 µM]	3%	32%[activator]	-5%	5%
Cc1ccc(C(=O)NCCN2C3=NC[C@@H](Cc4ccccc4)N3C[C@H]2Cc2ccc(O)cc2)cc1Br	0	?	?	3%	-13%[59 µM]	-2%	26%	-11%	-13%
CCN(CC)C(=O)C1=C(C)Nc2nc3ccccc3n2C1c1ccc(Br)cc1 (centres undefined)	3	-5%	-3%	-1%	-29%[59 µM]	-10%	35%[activator]	-13%	-2%
CCOC(=O)C1(S(=O)(=O)c2ccccc2)CCN(Cc2ccccc2)CC1	0	-19%	-9%	-1%	2%	-7%	14%	0%	3%
CCc1nc(NCCC(C)C)c(C#N)c2c1CCCC2	1	37%[activator]	1%	-2%	16%	-6%	50%[activator]	-8%	-7%
CCOCCCNC(=O)CSCc1nc(-c2ccc(SC)cc2)oc1C	-6	-28%	-7%	-1%	17%[59 µM]	-8%	-4%	-23%	12%
CCC(=O)Nc1nc(C)cc(SCC(=O)OC)n1	-16	-10%	1%	-10%	-35%[12.7 µM]	i	24%	-16%	1%
CC1=NNC(=O)/C1=C\c1cn(-c2ccccc2)nc1-c1ccc(F)cc1	?	-32%	-38%	?	10µM*	i	-4%	-8%	5%
O=C(CC1C(=O)NCCN1Cc1ccccc1)NC1CCCCCC1 (centres undefined)	6	-26%	-10%	-9%	18%[59 µM]	-1%	19%	-3%	-6%
Remaining list, next part
SMILES	PI4K2A inh	JMJD2A Tudor inh	BAZ2B inh	Pin1 inh	G9a inh	PGK inhibitor	HP1b chromo inh	Pol eta inh	GLS inhibitor
Cn1nc(C(F)(F)F)c(/C=N/OC(=O)c2ccccc2)c1Cl	2	-7%	1%	4%	3%	-1%	29%	-24%	-1%
CC1=C(C(=O)OC2CCCCC2)C(c2ccc(F)cc2)NC(=O)N1 (centres undefined)	4	-26%	-3%	-6%	23%	-7%	50%[activator]	-20%	10%
O=C(c1ccccc1)N(Cc1ccco1)C1CCS(=O)(=O)C1 (centres undefined)	8	3%	-6%	-3%	10%[12.7 µM]	0%	18%	-6%	.
Cn1ncc2c(N3CCN(c4ccccc4Cl)CC3)ncnc21	-11	-13%	-9%	-2%	-1%[59 µM]	5%	19%	-5%	-10%
O=S(=O)(c1ccc(F)cc1)N1CCN(c2ccccn2)CC1	-6	5%	-17%	0%	2%	3%	36%	-12%	0%
CNNC(=S)Nc1cccc(SC)c1	-4	-3%	-27%	1%	?	-1%	30%	-15%	-18%
Cn1c(=O)c2cc(S(=O)(=O)Nc3cc(C(=O)O)cc(C(=O)O)c3)ccc2n(C)c1=O	-3	-32%	1%	-11%	-30%	i	48%[activator]	-2%	-9%
O=C(CNC(=O)c1ccccc1)NCC(=O)OCC(=O)c1ccccc1	3	14%	?	-7%	?	-10%	29%	-12%	1%
COc1ccccc1Cn1cc(C(=O)c2ccc(C)cc2)c(=O)c2cc3c(cc21)OCCO3	-2	-29%	-30%	30%[activator]	-39%[59 µM]	10%	6%	-13%	4%
O=C(COC(=O)c1ccccn1)Nc1cccc2ccccc12	1	-1%	-14%	-3%	4%	1%	14%	8%	1%
O=C(Cn1c(=O)oc2ccccc21)N1CCOCC1	1	-6%	-3%	-1%	2%	.	47%[activator]	-3%	0%
CCCCOP(=O)(c1ccc(N(C)C)cc1)C(O)c1ccc(OC)c(OC)c1 (centres undefined)	1	-13%	-3%	0%	.	-8%	16%	-20%	10%
COc1ccccc1N1CCN(C(=O)C2CC(=O)N(c3ccccc3)C2)CC1 (centres undefined)	-1	-23%	-20%	7%	9%	i	29%	-20%	7%
COc1ccc(C(CC(=O)NC(C)(C)C)n2cccc2)cc1 (centres undefined)	-3	-12%	?	4%	-47%	-3%	34%	-9%	1%
COCCNC(=O)Cn1nc(-c2ccc(C)cc2)ccc1=O	-9	-1%	8%	-8%	.	-6%	32%	-14%	-29%
O=C(CN1C(=O)COc2ccc(S(=O)(=O)N3CCOCC3)cc21)NCc1ccco1	4	-1%	4%	-2%	-5%	i	17%	-13%	2%
Cc1cccc(-n2c(SCC(=O)NCc3ccco3)nc3ccccc3c2=O)c1	-2	-17%	-2%	0%	0%[59 µM]	1%	-12%	-7%	-3%
O=C(CNC(=O)c1ccco1)N/N=C/c1ccc(O)cc1O	-7	-24%	?	5%	?	1%	50%[activator]	-1%	8%
CCCCN(C(=O)c1c(C)[nH]c(C(=O)OCC)c1C)c1ccccc1	6	-24%	?	0%	-35%	-3%	-4%	-16%	1%
O=C(NC(C(=O)c1ccccc1)N1CCCCCC1)c1ccco1 (centres undefined)	0	-12%	0%	2%	?	-10%	48%[activator]	-16%	-5%
CCC(C)[C@H](NC(=O)NCc1ccccc1Cl)C(=O)OC (some centres undefined)	0	-17%	.	0%	?	6%	?	-10%	11%
COc1cccc(CNc2ccc(F)c(Cl)c2)c1	-12	26%	?	-9%	50µM*	.	44%[activator]	-20%	5%
Cc1cc(N=CC2=C(O)CC(C)(C)CC2=O)no1	-1	79µM*	.	0%	-26%[59 µM]	i	31%	-6%	3%
C=CCn1c(COc2cccc3ccc(C)nc23)nnc1SCC(N)=O	1	8%	1%	-7%	2%[12.7 µM]	-10%	36%[activator]	-8%	2%
CC/C(=N/NC(=O)CCC(=O)Nc1ccccc1OC)c1ccccc1	5	-10%	-22%	-5%	?	-5%	16%	-1%	6%
O=C(NNC(=O)c1ccc(Br)s1)c1ccc(F)c(S(=O)(=O)N2CCOCC2)c1	0	-18%	-10%	-2%	-45%[59 µM]	-4%	26%	0%	24%
CCN(CCCNC(=O)Cn1ncc2c([nH]c3ccc(C)cc32)c1=O)c1ccccc1	-1&1	-2%&-12%	-2%	3%&2%	33%&-29%[59 µM]	4%	31%&23%	5%&-20%	-1%&4%
CC(=O)Oc1ccc(/C=N/NC(=S)Nc2ccccc2)cc1	3	?	-31%	-1%	34%[activator][59 µM]	i	15%	-18%	29%
